# Hsp70 activator: Hsp70 transcriptional activators, primary screen, cell-based, HeLa, Hsp70 promoter luciferase, luminescence, 10 µM; AID 1203, 2008; hit rate 0.04% among 200,000; HeLa Hsp70 promoter luciferase reporter; scaled: vehicle 0, proteasome-inhibitor control 100%; activation, % at 10 µM;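 active = activation above the mean across all tested compounds plus 3 SD, cutoff set per campaign, cut at about 5.5% in these data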;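 note: 100% = MG132 at 30 µM as the positive control and 0% = DMSO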
# STAT3 act: IL-6 driven STAT3 reporter potentiators, primary screen, U3A cells, luciferase, luminescence, MLSCN library | IL-6 STAT3-luciferase reporter; 100% = signal with IL-6 EC80 alone | activation (% of control), % at 5.6 µM | hit rate 0.91% among 190,000 | AID 871, 2007;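 active = activation above the screen-wide mean of compound activation plus 3 SD, cut at about 130% in these data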;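 note: 0% = background luminescence of wells with medium and substrate only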
#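 system = STAT3-luciferase reporter U3A cells | reagent = IL-6 stimulus at 33 ng/mL final | timing = 1 h compound pre-exposure, 6 h IL-6 stimulation, 37 °C | measured by = luminescence | evaluation = % activation versus median of IL-6-stimulated wells | control set = IL-6-only wells as 100% reference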
# TLR4-MyD88 BLA: inhibitors of TLR4-MyD88 association in cells, primary screen, cell-based, HeLa CL3-4, BLA complementation, FRET ratio; AID 861, 2007; hit rate 0.18% among 200,000; Toll-like receptor 4 (Homo sapiens) + Myeloid differentiation primary response protein …; inhibition, % at 8.4 µM; HeLa CL3-4 TLR4/MyD88 BLA complementation; in the data active = inhibition above about 25%;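 note: 0% = vehicle and 100% = reference inhibitor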
# Target sequence (O00206 whole entry, looked up): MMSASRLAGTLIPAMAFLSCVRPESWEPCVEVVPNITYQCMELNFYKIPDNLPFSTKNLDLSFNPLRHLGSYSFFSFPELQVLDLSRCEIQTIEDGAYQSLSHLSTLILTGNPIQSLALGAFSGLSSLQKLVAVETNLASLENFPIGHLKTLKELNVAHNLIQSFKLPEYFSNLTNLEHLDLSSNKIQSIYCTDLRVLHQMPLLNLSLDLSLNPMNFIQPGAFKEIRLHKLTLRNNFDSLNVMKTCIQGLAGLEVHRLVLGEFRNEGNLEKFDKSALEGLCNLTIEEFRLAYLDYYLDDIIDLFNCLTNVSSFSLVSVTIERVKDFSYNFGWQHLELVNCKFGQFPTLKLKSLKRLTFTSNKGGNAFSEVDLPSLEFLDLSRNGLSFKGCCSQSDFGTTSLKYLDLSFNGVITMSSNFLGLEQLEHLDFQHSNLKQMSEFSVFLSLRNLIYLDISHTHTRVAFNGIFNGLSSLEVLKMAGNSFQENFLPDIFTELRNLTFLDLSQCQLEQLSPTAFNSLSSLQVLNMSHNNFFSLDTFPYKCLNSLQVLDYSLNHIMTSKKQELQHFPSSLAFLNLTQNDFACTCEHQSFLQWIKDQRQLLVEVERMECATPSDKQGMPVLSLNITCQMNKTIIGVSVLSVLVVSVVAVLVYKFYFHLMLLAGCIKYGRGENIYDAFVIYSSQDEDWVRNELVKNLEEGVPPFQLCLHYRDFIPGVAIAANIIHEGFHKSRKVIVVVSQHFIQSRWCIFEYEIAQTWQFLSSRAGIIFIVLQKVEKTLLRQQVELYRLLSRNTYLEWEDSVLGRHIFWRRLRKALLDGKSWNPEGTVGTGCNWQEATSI
# Target sequence (Q99836 whole entry, looked up): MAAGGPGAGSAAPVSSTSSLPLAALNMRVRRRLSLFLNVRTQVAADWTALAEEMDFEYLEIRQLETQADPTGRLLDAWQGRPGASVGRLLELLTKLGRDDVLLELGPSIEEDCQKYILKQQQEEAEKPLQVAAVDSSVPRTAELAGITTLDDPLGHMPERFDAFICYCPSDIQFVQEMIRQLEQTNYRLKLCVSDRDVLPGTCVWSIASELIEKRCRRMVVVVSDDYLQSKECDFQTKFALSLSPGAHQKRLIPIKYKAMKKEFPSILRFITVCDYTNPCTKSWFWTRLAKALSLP
# STAT1 blocker: STAT1 signaling inhibitors, primary screen, cell-based, HTS, luciferase reporter; NIH 3T3 STAT1-luciferase reporter, IFN-gamma, luminescence; inhibition, % at 5.5 µM; hit rate 0.35% among 200,000; AID 920, 2007;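 active = inhibition above a set limit, the mean inhibition across all tested compounds plus 3 SD, cut at about 34% in these data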;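 note: 0% = IFN-gamma with DMSO and 100% = IFN-gamma with 300 µM nifuroxazide; values of inactives mirror those of a sister screen read the other way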
# STAT1 act: STAT1 signaling activators, primary screen, cell-based, HTS, luciferase reporter; NIH 3T3 STAT1-luciferase reporter, IFN-gamma, luminescence; 100% = IFN-gamma alone, no compound; activation (% of control), % at 5.5 µM; hit rate 2.6% among 200,000;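 active = activation above the screen-wide mean activation plus 3 SD, cut at about 130% in these data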;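 note: raw ratio to IFN-gamma control signal so 100% means no change and 0% no light; values of inactives mirror those of a sister screen read the other way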
# G6PDH counter: L. mesenteroides G6PDH inhibitors, counter-screen for G6PDH-coupled screening assays, biochemical, Leuconostoc mesenteroides enzyme. glucose-6-phosphate dehydrogenase [Leuconostoc mesenteroides]. AID 1020, 2008. hit rate 0.12% among 200,000. Purified L. mesenteroides G6PDH, diaphorase/resazurin coupled fluorescence, 45 min. inhibition, % at 5 µM; in the data active = inhibition above about 50%
# Diaph inh CS: diaphorase inhibitors and chemical oxidizers, primary screen, counter-screen for diaphorase-coupled primary assays, biochemical, uHTS, resorufin fluorescence. inhibition, % at 20 µM. diaphorase resazurin-to-resorufin fluorescence, NADH, 16 min; bacterial (C. kluyveri) enzyme, not human. hit rate 0.69% among 190,000;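 active = primary screen inhibition at 20 µM above a set limit, cut at about 50% in these data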;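 note: plate controls were DMSO with full reaction for no effect and wells lacking NADH for full effect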
#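 controls = No-NADH positive control and DMSO neutral control | system = Clostridium kluyveri diaphorase enzyme | timing = reaction incubation of 16 min at room temperature | signal = resorufin fluorescence 544/590 nm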
# STAT3 blocker: IL-6 driven STAT3 reporter inhibitors, primary screen, U3A cells, luciferase, luminescence, MLSCN library | IL-6 STAT3-luciferase reporter; host cell line lacks STAT1 | inhibition, % at 5.5 µM | hit rate 0.89% among 190,000;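 active = inhibition above the mean inhibition across all screened compounds plus 3 SD, cut at about 44% in these data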;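 note: 0% = DMSO only wells and 100% = 100 µM nifuroxazide control wells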
# APP 5UTR inh: inhibitors of APP translation via 5'UTR reporter, primary screen, APP 5'UTR luciferase, SH-SY5Y cells; SH-SY5Y APP 5'UTR-luciferase reporter, luminescence; inhibition, % at 2 µM; hit rate 0.82% among 190,000; AID 1285, 2008;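 active = inhibition above a set limit, derived from the sample mean plus 3 SD, cut at about 45% in these data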; note: values of inactives mirror those of a sister screen read the other way
# Diaphorase act: compounds boosting diaphorase resazurin reduction – biochemical, uHTS, resorufin fluorescence, counter-screen for diaphorase-coupled primary assays, primary screen; hit rate 0.005% among 190,000; Diaphorase/resazurin coupled assay, 16 min; stronger effect = higher value; 1 = vehicle wells, 0 = NADH-free wells; activation factor at 20 µM; AID 1229, 2008;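 active = diaphorase activity raised at least twofold by the compound at 20 µM; inactive = activation factor below 2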
#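 Material: purified diaphorase enzyme from Clostridium kluyveri / Medium: HEPES pH 7.4 buffer with MgCl2 and Tween 20 / Schedule: enzyme reaction of 16 min at room temperature / Measured by: resorufin fluorescence, excitation 544 nm, emission 590 nm / Evaluation: rise in resorufin formation, marking diaphorase activation or chemical reduction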
# Starred values were filed as active, the others as inactive; . = no result given. Not a hit list; 6.1% or so of the library scored in one or more.
1) N=C1/C(=C/c2ccc(OC(=O)c3ccco3)cc2)C(=O)N=C2SC=CN12
2) O=C(NC(=O)c1ccc(Cl)cc1)Nc1cc(N2CCCCC2)ncn1
3) O=C(Nc1ccc(N2CCCC2)c(Cl)c1)c1ccc([N+](=O)[O-])cc1
4) CCOC(=O)C1CCN(Cc2cc(=O)n3c(-c4ccccc4)csc3n2)CC1
5) Cc1cccc(NC(=O)Cn2c(/C=C/c3ccccc3)nc3ccccc32)c1
6) CCOc1ccccc1C(=O)NCC(=O)OCc1c(C)noc1C
7) O=C(CC1COc2ccccc2O1)NC1CCCCC1 (configuration not stated)
8) COc1ccc(CCNC(=O)C(=O)NCC2OCCN2S(=O)(=O)c2ccc(Br)cc2)cc1OC (configuration not stated)
Screen / compound no.	1	2	3	4	5	6	7	8
Hsp70 activator	-0.3	-0.3	-0.1	-0.1	-0.1	-0.6	-0.4	-0.4
STAT3 act	105	98	93	105	106	91	89	75
TLR4-MyD88 BLA	-9	-10	2	17	7	-3	6	-5
STAT1 blocker	-16	1	-2	7	-15	2	-6	10
STAT1 act	112	99	102	93	113	98	105	91
G6PDH counter	5	.	-16	3	-22	-2	8	6
Diaph inh CS	12	.	2	9	-1	8	6	5
STAT3 blocker	4	6	12	-4	-12	13	18	33
APP 5UTR inh	0	-6	-13	13	-59	10	4	18
Diaphorase act	0.9	.	1	0.9	1	0.9	0.9	0.9

# Only Diaph inh CS, STAT1 blocker and STAT1 act, for some of the entries so far:
No.	Structure	Diaph inh CS	STAT1 blocker	STAT1 act
5	Cc1cccc(NC(=O)Cn2c(/C=C/c3ccccc3)nc3ccccc32)c1	-1	-15	113
6	CCOc1ccccc1C(=O)NCC(=O)OCc1c(C)noc1C	8	2	98

# Additional records follow:
9) COc1cccc(OC)c1OCCCN1CCOCC1
10) Cn1c(SCC(=O)NCc2ccc3c(c2)OCO3)nc2scc(-c3cccs3)c2c1=O
11) COc1ccc(C(=O)N(CN2CCCC2=O)c2nccs2)cc1OC
12) CC(C)c1nc2ccc(NC(=O)C3CCCCC3)cc2[nH]1
13) O=C(CSc1nc2nc(-c3cccs3)cc(C(F)(F)F)c2c(=O)[nH]1)Nc1ccc(F)c(F)c1
14) O=C(O)COc1ccccc1C(Nc1cccnc1)c1cc(Cl)c2cccnc2c1O (configuration not stated)
15) Cc1cc(NC(=O)CN2CCC(O)(c3cccc(F)c3)CC2)no1
16) COC(=O)Cc1cc(=O)[nH]c(Nc2nc3ccccc3o2)n1
Screen / compound no.	9	10	11	12	13	14	15	16
Hsp70 activator	-0.4	-0.2	0.1	-0.1	-0.2	0.0	-0.2	-0.1
STAT3 act	102	104	96	96	99	109	104	95
TLR4-MyD88 BLA	13	15	-7	5	2	-2	-7	-2
STAT1 blocker	6	17	2	-6	17	-5	7	-20
STAT1 act	95	84	99	106	85	103	93	118
G6PDH counter	8	2	4	8	12	23	-13	-29
Diaph inh CS	53*	24	-5	6	1	61*	4	16
STAT3 blocker	7	1	8	7	4	-9	0	9
APP 5UTR inh	0	-1	17	20	-14	-13	12	20
Diaphorase act	0.5	0.8	1.1	0.9	1	0.4	1	0.8

# Looked up above:
# cpd 9 | STAT1 act: 95
# cpd 16 | TLR4-MyD88 BLA: -2

# Additional compounds
17) Cc1c(-c2ccccn2)c(=O)[nH]n1-c1ccc(F)cc1
18) Nc1nc(SCC(=O)Nc2cccnc2Cl)n[nH]1
19) CCOC(=O)CNC(=O)N1CCCC(CNS(=O)(=O)Cc2ccccc2)C1 (configuration not stated)
20) CS(=O)(=O)NCCNc1ccc(C(F)(F)F)cc1[N+](=O)[O-]
21) CCc1ccc(C(=O)COC(=O)[C@@H](NC(N)=O)[C@@H](C)CC)cc1
22) CCN=C1S/C(=C\c2cn(C(C)=O)nc2-c2ccccc2)C(=O)N1CC
23) CCNC(=O)NC(=O)C(C)OC(=O)c1cc(S(=O)(=O)N2CCCCCC2)ccc1OC (configuration not stated)
24) CC(=O)N(C)c1ccc(C(O)(C(F)(F)F)C(F)(F)F)cc1
Screen / compound no.	17	18	19	20	21	22	23	24
Hsp70 activator	-0.2	-0.3	-0.3	-0.2	-0.1	-0.3	-0.3	-0.1
STAT3 act	84	98	97	109	106	84	104	92
TLR4-MyD88 BLA	-13	-2	-4	8	7	-9	-13	-16
STAT1 blocker	-5	-4	-2	-4	-8	-1	-8	-4
STAT1 act	105	102	102	102	106	101	104	102
G6PDH counter	5	8	14	4	-2	10	3	3
Diaph inh CS	-4	14	12	-1	4	18	11	5
STAT3 blocker	26	10	9	-9	-3	22	-5	17
APP 5UTR inh	-125	-18	-22	-6	-50	10	14	3
Diaphorase act	1	0.9	0.9	1	1	0.8	0.9	0.9

# Next section (four carried over from the part before).
21) CCc1ccc(C(=O)COC(=O)[C@@H](NC(N)=O)[C@@H](C)CC)cc1
22) CCN=C1S/C(=C\c2cn(C(C)=O)nc2-c2ccccc2)C(=O)N1CC
23) CCNC(=O)NC(=O)C(C)OC(=O)c1cc(S(=O)(=O)N2CCCCCC2)ccc1OC (configuration not stated)
24) CC(=O)N(C)c1ccc(C(O)(C(F)(F)F)C(F)(F)F)cc1
25) O=C(Cn1cncn1)c1ccc(F)cc1F
26) COc1c(C)oc2cc(O)ccc2c1=O
27) Cc1nn(CCc2nc(-c3ccco3)cs2)c2[nH]c(=O)cc(C(F)(F)F)c12
28) COc1ccc(N2CC(C)Cn3c2nc2c3c(=O)n(Cc3ccc(F)cc3)c(=O)n2C)c(OC)c1 (configuration not stated)
29) O=C1Nc2ccc([N+](=O)[O-])cc2OC1CCN1CCN(Cc2ccccc2)CC1 (configuration not stated)
30) O=C1CC(N2CCSCC2)C(=O)N1c1cccc(Br)c1 (configuration not stated)
31) CCC(Oc1ccccc1)C(=O)NCCOC (configuration not stated)
32) CCCc1nc(SCC(=O)NNC(=O)C2CCCCC2)c2ccccc2n1
Screen / compound no.	21	22	23	24	25	26	27	28	29	30	31	32
Hsp70 activator	-0.1	-0.3	-0.3	-0.1	-0.4	-0.2	-0.1	-0.2	-0.3	-0.1	-0.3	0.5
STAT3 act	106	84	104	92	95	104	96	100	95	101	112	103
TLR4-MyD88 BLA	7	-9	-13	-16	5	3	13	18	-7	-10	-10	13
STAT1 blocker	-8	-1	-8	-4	6	0	1	2	-3	1	8	5
STAT1 act	106	101	104	102	94	101	100	99	101	97	93	96
G6PDH counter	-2	10	3	3	12	-1	0	5	-3	5	-5	5
Diaph inh CS	4	18	11	5	8	9	28	19	17	16	14	10
STAT3 blocker	-3	22	-5	17	9	-6	11	7	10	4	-18	8
APP 5UTR inh	-50	10	14	3	10	2	10	5	0	-9	6	14
Diaphorase act	1	0.8	0.9	0.9	0.9	0.9	0.7	0.8	0.8	0.8	0.9	0.9

33) O=C(O)C1=C[C@@H](C2CCCCC2)C[C@@H](OCCCCO)O1
34) O=C(Nc1ccccc1Oc1ccccc1)C1CC1
35) CCCCOc1ccccc1C1NC(=O)NC(C)=C1C(=O)OCc1ccco1 (configuration not stated)
36) COc1cc(-c2nc3ccccc3c(=O)n2N)cc(OC)c1OC
37) CCCONC(=O)Nc1ccccc1[N+](=O)[O-]
38) O=C(CSc1cccc[n+]1[O-])Nc1c(Br)cc([N+](=O)[O-])cc1Br
39) CSc1ncccc1C(=O)Nc1ccc(S(=O)(=O)NC2=NCCCCC2)cc1
40) N#CCCN1CCN(S(=O)(=O)c2ccc(S(=O)(=O)NCc3ccccc3)cc2)CC1
Screen / compound no.	33	34	35	36	37	38	39	40
Hsp70 activator	-0.2	-0.1	-0.2	-0.3	0.0	-0.2	0.4	-0.4
STAT3 act	.	96	101	105	88	105	98	103
TLR4-MyD88 BLA	6	-9	-10	11	2	-1	-1	-8
STAT1 blocker	0	-2	-2	-6	-1	-3	2	1
STAT1 act	102	100	102	105	101	102	98	97
G6PDH counter	25	4	-8	-4	-11	0	9	-5
Diaph inh CS	6	11	5	0	19	13	2	9
STAT3 blocker	.	9	1	-2	13	1	5	-4
APP 5UTR inh	2	-6	-2	-16	9	4	7	-32
Diaphorase act	0.9	0.9	0.9	1	0.8	0.9	1	0.9

41) Cn1c(N)c(C(=O)COc2ccc(C#N)cc2)c(=O)n(C)c1=O
42) CCCSC1=N/C(=C/c2ccsc2)C(=O)N1c1ccccc1
43) Nc1ncnc(Nc2ccccc2C(F)(F)F)n1
44) CC(C)C1Cc2c(C#N)c(N)sc(=S)c2CO1 (configuration not stated)
45) O=C(CN1C(=O)C2C3c4ccccc4C(c4ccccc43)C2C1=O)N1CCOCC1 (configuration not stated)
46) Nc1cc2nc[nH]c2cc1N
47) COc1ccc(C2C(C#N)=C(N)Oc3cc(C)n(Cc4ccco4)c(=O)c32)cc1 (configuration not stated)
48) CN(C)[C@@H](CO)c1nnc([C@H](Cc2ccc(O)cc2)NC(=O)C2CCNCC2)o1
49) COCCNc1cc(C)c(C#N)c2nc3ccccc3n12
50) O=C(C1CC(=O)N(C2CCCC2)C1)N1CCC(Cc2ccccc2)CC1 (configuration not stated)
51) O=C(Nc1nccs1)c1ccc2c(=O)n3c(nc2c1)CCCCC3
Screen / compound no.	41	42	43	44	45	46	47	48	49	50	51
Hsp70 activator	-0.2	-0.4	0.1	0.2	-0.2	0.0	0.0	0.0	0.2	-0.4	-0.2
STAT3 act	90	101	100	117	98	115	101	.	90	87	107
TLR4-MyD88 BLA	10	-10	10	6	3	4	-4	6	8	2	-4
STAT1 blocker	-4	12	0	5	-7	-25	-2	6	-8	1	-35
STAT1 act	102	91	96	99	107	123	102	96	107	99	132*
G6PDH counter	-5	-11	4	9	-2	10	4	9	23	6	11
Diaph inh CS	6	4	12	27	-5	61*	16	-2	27	1	11
STAT3 blocker	19	-4	3	-21	8	-11	5	.	16	19	-8
APP 5UTR inh	9	13	7	7	-11	-163	7	4	11	7	-66
Diaphorase act	0.9	1	0.9	0.7	1.1	0.4	0.8	1	0.7	1	0.9

# Screens deposited in PubChem by several laboratories.
